Bioassay records deposited in PubChem by Sanford-Burnham Center for Chemical Genomics.
tim23-1 inh: growth inhibitors of tim23-1 mutant yeast; S. cerevisiae tim23-1 growth, BacTiter-Glo luminescence, 24 h; inhibition, % at 20 µM; 1.3% of 330,000 active;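 active = growth inhibition of the mutant yeast at or above 50%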;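 note: temperature-sensitive mutant grown at 25 °C; plate controls were DMSO-treated mutant yeast for no effect and medium wells lacking yeast for full effect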
tim10-1 inh: inhibits growth of tim10-1 mutant yeast; 2.2% of 330,000 active; inhibition, % at 20 µM; AID 463190; S. cerevisiae tim10-1 ts strain growth, BacTiter-Glo, 24 h;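 active = inhibition of at least 40%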;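 note: mutant grown at 25 °C; 0% = DMSO wells with yeast and 100% = wells holding no yeast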
XBP1 UPR activ: adaptive UPR (XBP1) activation; AID 463104; 0.33% of 330,000 active; CHO-XBP1 luciferase reporter, IRE1-XBP1 UPR activation, luminescence; percent of tunicamycin response, DMSO as zero; activation, % at 20 µM;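 active = versus positive control, 20 µM dose yields 30% or more activation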;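 note: 100% = tunicamycin at 10 µg/mL and 0% = DMSO only wells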
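Material: CHO cell line with stable XBP1 luciferase reporter; schedule: 16-18 h cell attachment at 37 °C, then 6 h compound exposure; signal: glow luminescence from Steady-Glo reagent; medium: serum-containing F12 medium, 10% FBS; benchmarks: tunicamycin 10 µg/mL and vehicle-only wells; read-out: percent activation relative to tunicamycin reference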
GRIN3A LBD mod: modulators (binders) of human NR3A ligand-binding domain | NR3A LBD differential scanning fluorimetry, Tm shift; 0% = protein alone, 100% = glycine-bound protein | Tm shift relative to glycine control, % at 25 µM | 2.5% of 340,000 active | AID 1259313;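 active = melting temperature shift of at least 10% of the positive control shift, at one fixed dose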
APJ ag: agonists of human APJ apelin receptor. activation, % at 20 µM. CHO-K1 APJ PathHunter beta-arrestin, luminescence; 0% DMSO wells, 100% apelin. AID 2520. P35414. 0.11% of 330,000 active;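 active = activation more than six SD over the plate average, tested at 20 µM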;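 note: 0% = DMSO alone and 100% = apelin-13 at 10 nM; some results filed as inactive read as strong as hits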
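Material: CHO-K1 APJ beta-arrestin complementation cell line; Input: cell density 1000 per well; Incubation: compound stimulation 90 min at 25 °C, detection 60 min; Signal: luminescence from split beta-galactosidase complementation, Galacton Star/Emerald II substrate; Controls: DMSO-only wells as negative, 10 nM Apelin-13 as positive control.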
CHOP UPR activ: activators of apoptotic arm of unfolded protein response (CHOP); CHO-CHOP luciferase reporter, UPR activation, luminescence; percent of tunicamycin response over DMSO baseline; activation, % at 10 µM; 0.34% of 330,000 active;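 active = at 10 µM dose, activation of 40% or more, normalized to positive control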;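 note: 100% = tunicamycin at 10 µg/mL and 0% = DMSO alone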
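Evaluation: % reporter activation, DMSO baseline versus tunicamycin full activation; System: CHO-CHOP luciferase reporter cell line; Input: 500 cells/well; Incubation: 6 h compound treatment, 37 °C; Measured by: Steady-Glo luciferase luminescence; Dosing: one dose, 10 µM in 0.5% DMSO; Buffer or medium: F12 medium, 10% FBS; Benchmarks: positive tunicamycin 10 µg/mL, negative DMSO alone.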
NALP3 yeast inh: NALP3 inhibition in yeast; Yeast reconstituted NLRP3/ASC/caspase-1, beta-gal luminescence, 24 h; 0.39% of 330,000 active; inhibition, % at 10 µM;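 active = inhibition of 50% or more; inactive = inhibition below 50%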;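 note: plate controls were induced DMSO wells for no effect and uninduced yeast grown without galactose for full effect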
Mdm2-MdmX inh: disrupts the human Mdm2-MdmX interaction. SaOS-2 split-luciferase Mdm2/MdmX complementation, luminescence. inhibition, % at 8 µM. 3% of 330,000 active. AID 485346;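 active = inhibition of at least 50% at 8 µM in the primary screen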
Target sequence (O15151 whole entry, looked up): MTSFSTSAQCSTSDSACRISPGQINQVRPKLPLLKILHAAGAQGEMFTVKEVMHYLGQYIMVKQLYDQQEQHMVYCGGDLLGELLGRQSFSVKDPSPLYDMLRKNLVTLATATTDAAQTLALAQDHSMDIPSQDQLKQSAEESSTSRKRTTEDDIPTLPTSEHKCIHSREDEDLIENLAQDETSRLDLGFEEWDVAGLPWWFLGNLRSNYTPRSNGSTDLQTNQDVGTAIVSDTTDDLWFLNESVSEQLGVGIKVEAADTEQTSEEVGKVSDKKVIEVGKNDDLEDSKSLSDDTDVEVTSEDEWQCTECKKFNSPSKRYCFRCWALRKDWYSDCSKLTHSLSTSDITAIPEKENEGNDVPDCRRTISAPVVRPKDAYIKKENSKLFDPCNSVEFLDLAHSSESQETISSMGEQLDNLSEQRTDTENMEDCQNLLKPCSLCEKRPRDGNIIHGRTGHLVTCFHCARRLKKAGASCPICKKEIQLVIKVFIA
Target sequence (Q00987 whole entry, looked up): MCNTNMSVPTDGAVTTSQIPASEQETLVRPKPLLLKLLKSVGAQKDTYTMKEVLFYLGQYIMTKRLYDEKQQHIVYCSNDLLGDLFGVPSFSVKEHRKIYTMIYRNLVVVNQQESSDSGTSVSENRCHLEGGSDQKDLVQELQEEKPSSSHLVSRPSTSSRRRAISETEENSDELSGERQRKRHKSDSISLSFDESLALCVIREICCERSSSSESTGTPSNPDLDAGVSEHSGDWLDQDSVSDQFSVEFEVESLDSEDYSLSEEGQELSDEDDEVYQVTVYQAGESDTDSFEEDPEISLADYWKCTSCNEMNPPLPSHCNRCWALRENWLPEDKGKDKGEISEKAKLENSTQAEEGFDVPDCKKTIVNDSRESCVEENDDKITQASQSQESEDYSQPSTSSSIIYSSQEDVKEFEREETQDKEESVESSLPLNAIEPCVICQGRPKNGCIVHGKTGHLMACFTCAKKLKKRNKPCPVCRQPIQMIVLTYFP
TIM10 inh: TIM10 yeast growth inhibition. inhibition, % at 10 µM. 1.4% of 330,000 active. AID 463195. S. cerevisiae TIM10 strain growth, BacTiter-Glo luminescence, 24 h;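 active = inhibition of 40% or more at the single tested concentration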;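 note: wild-type TIM10 isogenic control strain grown at permissive 25 °C; 0% = DMSO yeast wells and 100% = minimal medium wells without yeast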
* hit, by the source's call. This is a random part of the collection; about 8.2% have a hit in one of these screens.

SMILES	tim23-1 inh	tim10-1 inh	XBP1 UPR activ	GRIN3A LBD mod	APJ ag	CHOP UPR activ	NALP3 yeast inh	Mdm2-MdmX inh	TIM10 inh
Cc1cccc(-n2c(C)nc3cc(C(=O)NCC4CCCO4)ccc32)c1 (stereo not given)	2	20	0	2	1	1.6	5	-3	-9
CCOC(=O)C1CCN(C(=O)CCc2nnc3ccc(NCCCN4CCCC4=O)nn23)CC1	-19	-3	-3	3	-3	1.9	5	-17	-4
CNC(=O)c1ccccc1Nc1ccc(SC(F)F)cc1	46	19	-1	0	-2	3.9	27	16	11
CC1(C)CC(CC(=O)NNc2nc(-c3ccccc3)cs2)C(=O)O1 (stereo not given)	12	13	-3	-1	2	-1.6	7	-15	-5
CCCCOC(=O)C(C)Nc1n[nH]c(=S)[nH]c1=O (stereo not given)	18	12	0	0	8	-0.2	10	2	12
CCOc1ccc(C2(C)CC(=O)N(C)C2=O)cc1 (stereo not given)	5	5	-5	-1	-2	0.0	17	6	-9
CCOC(=O)c1cccc(NC(=O)c2cccnc2)c1	2	6	-2	0	-2	-2.3	10	-3	-6
O=C(CSc1ccc(F)cc1)NC12CC3CC(CC(C3)C1)C2	23	37	2	0	-3	0.0	23	9	23
CCCCCCCCCn1cc(C(C)=O)c(=O)[nH]c1=O	-8	22	0	-2	-4	-1.5	-35	13	-12
Cc1occc1C(=O)N(C)Cc1nc(-c2ccc(Cl)cc2)no1	-5	-31	2	-1	-5	-0.2	-9	13	-27
O=S(=O)(c1ccc(Br)s1)N1CCN(c2ccc(F)cc2)CC1	22	20	-2	-2	-3	-0.4	55*	7	-3
COC(=O)c1ccc(O)c(Sc2cc(C(=O)OC)ccc2O)c1	19	12	0	-4	1	-1.3	19	27	2
O=C(CSC1CC(=O)N(c2ccc(C(=O)O)cc2)C1=O)Nc1ccc(Cl)cc1 (stereo not given)	6	13	0	1	-5	-1.5	10	5	8
COC(=O)C1CCN(C(=O)Cc2ccc(OC)c(OC)c2)CC1	9	6	0	1	5	-1.5	-7	0	5
O=C(OCc1cc(=O)n2cc(Br)ccc2n1)c1ccc(Cl)c(S(=O)(=O)NCc2ccccc2)c1	19	25	3	6	1	1.5	9	0	13
Nc1cccc([N+](=O)[O-])c1	8	10	2	-1	-3	0.2	15	13	7
CCN(CC(=O)NCc1cccs1)C(=O)c1cc(S(=O)(=O)N2CCCCC2)ccc1Cl	11	-2	-3	-2	1	-0.2	18	0	7
COc1ccc(C(=O)Nc2cc(Cl)ccc2OC(=O)c2ccc(OC)cc2)cc1	-9	-21	3	-4	-5	6.2	7	-58	13
O=C(N/N=C/c1cc(Cl)cc(Cl)c1O)c1ccncc1	54*	2	0	-3	0	-3.2	17	34	38
CCCCn1c(O)c(N=Nc2ccccc2O)c2ccccc21	21	23	-2	1	-3	1.0	22	2	21
Cn1c(CNc2cccc(Cl)c2)nnc1SCC#N	4	5	6	0	-2	1.2	19	24	15
N#Cc1ccc(-c2ccc(F)cc2)nc1Sc1ccc(F)cc1	-19	19	2	2	0	-0.7	-10	30	-14
COc1ccc(Cc2noc(CN(C)CCc3ccccc3)n2)cc1OC	21	-4	-1	1	-4	0.8	-6	21	7
O=C(Nc1ccc(OC(F)(F)F)cc1)Oc1ccccc1N1CCCCC1	20	16	-3	13*	3	-0.2	22	3	-8
Cc1cc(OCC(=O)N2CCCC2)ccc1Cl	6	-11	2	2	-3	6.6	3	-73	2
O=S(=O)(O)c1ccc(SCc2ccccc2)nc1	2	-13	1	1	-4	-2.7	12	-4	-11
CCCc1cc(C(=O)OC)c(NC(=O)OCC)s1	21	23	-2	-2	-6	-0.7	14	19	6
COC(=O)CCC/C=C1/SCC(NC(=O)c2ccccc2)C1O (stereo not given)	2	21	-1	-11	-5	-0.2	-7	-11	10
CN(C)S(=O)(=O)c1cccc(COc2cccnc2[N+](=O)[O-])c1	9	9	-3	-1	1	0.8	-1	-6	16
COc1ccnc(N=CNOCc2cccc(Cl)c2Cl)c1C#N	8	18	2	-6	-4	1.5	-9	20	1
CCN(CC(=O)NCc1cccs1)C(=O)c1ccc(S(=O)(=O)N(C)c2ccccc2)cc1	2	1	1	0	-4	0.0	11	16	-11
CC1CCCN(S(=O)(=O)c2ccc(C(=O)Nc3ccccc3-c3nc4ccccc4[nH]3)cc2)C1 (stereo not given)	0	3	3	34*	1	4.8	-13	39	4
COc1cccc(NC=C2C(=O)OC(C)(C)OC2=O)c1	14	18	2	0	-2	0.8	18	4	-1
Cc1[nH]c(=O)[nH]c1C(=O)CCCCC(=O)OCC(=O)Nc1ccccn1	-5	-8	0	2	4	0.3	8	-13	3
c1ccc(Oc2ncnc3sccc23)cc1	10	22	1	-1	0	2.3	-69	15	10
Cc1cc(-c2ccc(C)c(S(=O)(=O)Nc3cccc(CN4CCCC4)c3)c2)on1	9	17	-3	-1	-5	1.2	-7	20	9
CCOC(=O)c1cc2c(nc1NC(=S)NCc1ccccc1)CCCC2	-8	4	0	0	-2	2.5	-5	2	-40
CC(=O)c1sc(C(C)(C)C)cc1NC(=O)c1ccccc1C(=O)O	-6	-4	0	1	-3	0.4	-28	15	-17
COC(=O)CC1SC(=O)NC1=Nc1ccc(C)cc1 (stereo not given)	16	14	0	3	-5	-1.3	5	22	6
C/C=C(/C)C(=O)OC1c2c(ccc3ccc(=O)oc23)OC(C)(C)C1OC(C)=O (stereo not given)	34	39	0	0	3	0.2	4	10	42*
O=C1OCCC1Sc1nc2cc(Cl)ccc2s1 (stereo not given)	10	21	-2	1	-3	-2.1	6	11	-4
CC(=O)C1=C(O)CCC1=N	2	-7	-1	-2	3	-1.8	14	3	0
O=C(OCC(=O)N1CCCCC1)c1cccs1	-5	-11	-3	4	-4	0.1	2	-12	-5
Cc1noc(C)c1COc1ccc(C(=O)N2CCN(c3ccccc3O)CC2)cc1	12	-1	0	0	-1	-1.3	17	30	4
CC(C)NC(=O)C1CCN(C2CCN(C(=O)Cc3ccc4c(c3)OCO4)CC2)CC1	4	4	-3	-2	-2	-1.4	13	-1	1
Cc1ccc(NS(=O)(=O)c2ccc3c(c2)NC(=O)C(C)C(=O)N3)c(Br)c1 (stereo not given)	-4	2	-4	-2	-1	-0.9	6	29	12
O=C(CC(c1ccccc1)c1ccccc1)NCC1CCCO1 (stereo not given)	15	25	0	-1	-1	0.2	-11	-17	-7
CC1CCCN(CCCNC(=O)c2nn(C)c3c2CS(=O)(=O)c2ccccc2-3)C1 (stereo not given)	2	-3	-1	2	0	-0.6	24	12	4
O=C1NC(=O)/C(=C\c2ccsc2)N1	11	1	0	-1	0	-0.5	11	-4	2
COc1ccc2sc(-c3ccccc3OC)c(-c3ccc4c(c3)OCCO4)c2c1	4	1	-3	1	-2	-0.4	21	-8	10
Cc1cc(S(=O)(=O)N2CCOCC2)ccc1OCC(=O)Nc1ccccc1F	-3	-13	-2	-1	-2	1.6	5	44	5
CS(=O)(=O)N(CCc1ccccc1)CC(=O)Nc1ccccc1	16	2	-2	2	-3	2.3	9	12	-1
Cc1cccc(NC(=O)C2CCN(S(=O)(=O)c3c(C)[nH]c(=O)[nH]c3=O)CC2)c1	2	1	-1	1	-1	-0.5	1	12	3
Cn1c(=O)c2c(nc(NCc3ccco3)n2CC(O)CO)n(C)c1=O (stereo not given)	4	0	-4	1	-1	-0.7	8	-18	7
COc1cc2c(cc1OC)CN(C(=O)Nc1ccccc1Cl)CC2	10	-8	3	-1	-2	-0.5	21	-10	-11
Cc1ccc(S(=O)(=O)N(C)C)cc1NC(=S)NC1CCCC(C)C1C (stereo not given)	20	29	0	-8	-3	-1.5	-15	16	26
CC1(C)CC(=O)C2=C(C1)OC(N)=C(C#N)C2C1C=CCCC1 (stereo not given)	7	20	-2	-2	0	-0.8	16	11	1
O=C(c1ccc(S(=O)(=O)NCC2CCCO2)cc1)N1CCc2ccccc21 (stereo not given)	-3	6	-3	-1	-1	-3.0	4	2	-9
Fc1cccc(Cn2cc(C(=S)N3CCCCC3)c3ccccc32)c1	36	38	-1	0	-2	0.8	3	-3	48*
CCOC(=O)C[C@H]1c2cc(C(F)(F)F)ccc2S(=O)(=O)N1C(C)C	7	2	2	3	4	-0.3	-22	-4	-10

Filtered by structure: the compounds so far with an NH in an aromatic ring.
SMILES	tim23-1 inh	tim10-1 inh	XBP1 UPR activ	GRIN3A LBD mod	APJ ag	CHOP UPR activ	NALP3 yeast inh	Mdm2-MdmX inh	TIM10 inh
CCCCOC(=O)C(C)Nc1n[nH]c(=S)[nH]c1=O (stereo not given)	18	12	0	0	8	-0.2	10	2	12
CCCCCCCCCn1cc(C(C)=O)c(=O)[nH]c1=O	-8	22	0	-2	-4	-1.5	-35	13	-12
CC1CCCN(S(=O)(=O)c2ccc(C(=O)Nc3ccccc3-c3nc4ccccc4[nH]3)cc2)C1 (stereo not given)	0	3	3	34*	1	4.8	-13	39	4
Cc1[nH]c(=O)[nH]c1C(=O)CCCCC(=O)OCC(=O)Nc1ccccn1	-5	-8	0	2	4	0.3	8	-13	3
Cc1cccc(NC(=O)C2CCN(S(=O)(=O)c3c(C)[nH]c(=O)[nH]c3=O)CC2)c1	2	1	-1	1	-1	-0.5	1	12	3

(listing goes on)
SMILES	tim23-1 inh	tim10-1 inh	XBP1 UPR activ	GRIN3A LBD mod	APJ ag	CHOP UPR activ	NALP3 yeast inh	Mdm2-MdmX inh	TIM10 inh
COc1cccc(NC(=S)NNC(=O)CCn2cc([N+](=O)[O-])cn2)c1	0	-8	-3	-2	-3	0.0	22	0	-4
Cc1ccc(OCCC(=O)OCC(=O)N2CCN(S(=O)(=O)c3ccc(C)cc3)CC2)cc1	18	25	1	1	-1	-0.3	20	-14	12
Cc1ccccc1NC(=O)Nc1ccc(C(F)(F)F)cc1	22	12	5	0	3	3.9	26	-32	17
COCCCNCC(=O)Nc1sc(C)c(C)c1C(=O)OC	16	13	3	1	8	0.8	19	-2	-8
O=C(CN1c2ccccc2S(=O)(=O)c2ccccc21)Nc1ccccc1F	17	25	0	-4	0	3.2	15	25	4
Cc1cc(C)cc(OCCNS(=O)(=O)c2cccs2)c1	18	4	-3	5	-2	0.1	28	11	5
COc1ccc(CNS(=O)(=O)c2cc3c(cc2Cl)NC(=O)CO3)cc1	-3	-9	-2	-1	-3	2.5	9	2	-6
CC(C)C(=O)NN(C(=O)C(C)C)c1nc2ccccc2s1	7	3	-5	-1	1	0.2	-12	2	10
Nn1c(CSc2nc3ccccc3o2)nnc1CSc1nc2ccccc2o1	-30	17	0	-8	-2	0.0	12	10	28
CCCc1cc(=O)oc2cc(Oc3ncccn3)ccc12	2	15	2	0	2	1.0	4	3	1
COc1cc(OC)c(C(=O)O/N=C(\N)c2ccccn2)cc1OC	14	28	6	-4	-1	2.4	0	46	19
Cc1ccn(-c2cc(O)c(-n3ccc(C)n3)cc2O)n1	-2	9	-6	-2	-3	2.4	32	20	16
CC(C)(O)C(=O)N=Nc1c(O)[nH]c2ccccc12	0	-3	-1	4	0	3.9	7	6	-3
